Source: PubChem
MrgX1 antag – blocks BAM8-22 activation of human MrgX1 receptor; 310,000 compounds, 1.3% hits; MRGX1-HEK293 calcium flux, Fluo-4, BAM8-22 antagonism; hits give low values; B-score at 10 µM; Q96LB2; AID 588676;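 active = calcium-response B-score plate-corrected more than 3 library SD below zero, starting fluorescence within 5 deviations, no agonist response on first addition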;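 also: peak minus trough fluorescence over baseline after final BAM8-22 challenge near maximal dose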
MrgX1 ag – human MrgX1 receptor agonism, primary screen; MrgX1-HEK293 cells, Fluo-4 calcium fluorescence, agonist mode; hits give high values; B-score at 10 µM; 310,000 compounds, 0.44% hits; AID 588627;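 active = calcium response B-score plate-corrected fluorescence ratio at least 3 library SD, with starting fluorescence B-score inside 5 SD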
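Test system: Stable human MrgX1 HEK293 cell line | Schedule: Overnight plating before 1 h dye loading | Read-out basis: Baseline-normalised fluorescence change ratio, B-scored | Detection: Kinetic calcium dye fluorescence, Fluo-4 NW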
HIF activator – HIF pathway transcriptional activation. activation, % at 7.5 µM (by protocol). 300,000 compounds, 0.32% hits. U2OS HRE-luciferase reporter, luminescence; normalized: DMSO 0%, desferrioxamine 100%. AID 1910;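 active = mean activation of at least 10% of the iron chelator positive control signal, with at least half of replicates also reaching 10%; inconclusive = mean and replicate majority disagree about reaching 10%; inactive = mean and most replicates under 10%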
TRPC6 inhibitor – blocks the mouse TRPC6 cation channel | B-score at 10 µM | Q61143 | 310,000 compounds, 1.1% hits | AID 2553 | HEK293-TRPC6, membrane potential dye, ACh-evoked depolarization; hits give low values;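 active = B-score under library mean minus 3 SD, initial fluorescence not abnormally high, positive integrated signal ratio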;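 also: B-score derived from integrated fluorescence ratio over the kinetic read; more negative B-score means stronger inhibition of depolarization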
TRPC6 activator – activators of mouse TRPC6 channel. HEK293-TRPC6 membrane potential dye fluorescence; hits give high values. 310,000 compounds, 0.13% hits. B-score at 10 µM;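 active = B-score of the integrated fluorescence ratio above library mean plus 3 SD, and starting fluorescence ratio within library mean plus 5 SD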;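 also: higher score means more depolarization so channel activation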
Platelet DG rel – modulates dense granule release in human platelets; 300,000 compounds, 0.22% hits; human platelet-rich plasma, SFLLRN dense granule ATP release, luminescence; inhibition, %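 (compounds screened at 7.5 µM in platelet-rich plasma)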;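 active = mean replicate score, as percent of positive control, at or above 50; inconclusive = mean below 50 but at least one replicate at or above 50; inactive = mean and every replicate below 50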
SKKanGAS inh – inhibitors of SKKanGAS S. pyogenes growth in kanamycin (SK-promoter or general growth effect); inhibition, % at 7.5 µM; BacTiter-Glo, 6 h; 300,000 compounds, 1.3% hits;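 active = mean replicate score, as percent of positive control median, at least 50; inconclusive = mean below 50 but one replicate at or above 50; inactive = mean and every replicate below 50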;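 also: strain carries kanamycin resistance gene driven by streptokinase promoter and grows in 40 µg/ml kanamycin; loss of luminescence reflects streptokinase promoter inhibition or plain growth inhibition; 0% = median of DMSO wells and 100% = positive control at its reference dose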
MrgX1 allo act – human MrgX1 positive allosteric modulation, primary screen | AID 588675 | 310,000 compounds, 0.63% hits | MrgX1-HEK293, Fluo-4 calcium flux, FDSS; hits give high values | B-score at 10 µM | Q96LB2;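 active = plate-corrected calcium response at least 3 library SD above typical, normal starting fluorescence, not activating the receptor alone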;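 also: compound read alongside a low EC10 to EC30 dose of BAM8-22 agonist; peak minus trough fluorescence over baseline measured at the second addition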
RGS4 pot – RGS4 potentiation or activation; HEK293 M3R/inducible RGS4, carbachol calcium flux Fluo4; hits give low values; B-score at 10 µM; 310,000 compounds, 0.92% hits;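 active = B-score of the integrated calcium signal more than 4 SD below the library mean, with starting fluorescence not abnormally high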;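 also: negative B-score means reduced calcium response which marks RGS4 activation or potentiation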
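Detection: kinetic calcium fluorescence imaging with Fluo4-AM dye, 2 µM / Material: HEK293 cells with stable M3R and inducible RGS4 / Schedule: recording 10 s baseline at 1 Hz, 100 s post-agonist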
RGS4 block – inhibitors of human RGS4 | P49798 | HEK293 M3R/RGS4 inducible, Fluo-4 calcium flux; hits give high values; triggered by carbachol at its EC20 | B-score at 10 µM | 310,000 compounds, 0.45% hits | AID 463165;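 active = B-score, a plate-corrected calcium signal, over three deviations above library mean, with baseline fluorescence within five deviations of library mean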;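 also: RGS4 expression induced by doxycycline in cells with stable M3 receptor; B-score is computed from the integrated fluorescence ratio over baseline after carbachol; higher B-score means a larger calcium signal and so more RGS4 inhibition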
TRPC4 block – blocks the mouse TRPC4 cation channel; Q9QUQ5; HEK293 TRPC4beta/mu-opioid, DAMGO-evoked Fluo4 calcium flux; hits give low values; B-score at 10 µM; 300,000 compounds, 0.39% hits; AID 2247;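 active = B-score over 3 SD under the library average, no early fluorescence shift, positive overall ratio signal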
Target sequence (Q9QUQ5 whole entry, looked up): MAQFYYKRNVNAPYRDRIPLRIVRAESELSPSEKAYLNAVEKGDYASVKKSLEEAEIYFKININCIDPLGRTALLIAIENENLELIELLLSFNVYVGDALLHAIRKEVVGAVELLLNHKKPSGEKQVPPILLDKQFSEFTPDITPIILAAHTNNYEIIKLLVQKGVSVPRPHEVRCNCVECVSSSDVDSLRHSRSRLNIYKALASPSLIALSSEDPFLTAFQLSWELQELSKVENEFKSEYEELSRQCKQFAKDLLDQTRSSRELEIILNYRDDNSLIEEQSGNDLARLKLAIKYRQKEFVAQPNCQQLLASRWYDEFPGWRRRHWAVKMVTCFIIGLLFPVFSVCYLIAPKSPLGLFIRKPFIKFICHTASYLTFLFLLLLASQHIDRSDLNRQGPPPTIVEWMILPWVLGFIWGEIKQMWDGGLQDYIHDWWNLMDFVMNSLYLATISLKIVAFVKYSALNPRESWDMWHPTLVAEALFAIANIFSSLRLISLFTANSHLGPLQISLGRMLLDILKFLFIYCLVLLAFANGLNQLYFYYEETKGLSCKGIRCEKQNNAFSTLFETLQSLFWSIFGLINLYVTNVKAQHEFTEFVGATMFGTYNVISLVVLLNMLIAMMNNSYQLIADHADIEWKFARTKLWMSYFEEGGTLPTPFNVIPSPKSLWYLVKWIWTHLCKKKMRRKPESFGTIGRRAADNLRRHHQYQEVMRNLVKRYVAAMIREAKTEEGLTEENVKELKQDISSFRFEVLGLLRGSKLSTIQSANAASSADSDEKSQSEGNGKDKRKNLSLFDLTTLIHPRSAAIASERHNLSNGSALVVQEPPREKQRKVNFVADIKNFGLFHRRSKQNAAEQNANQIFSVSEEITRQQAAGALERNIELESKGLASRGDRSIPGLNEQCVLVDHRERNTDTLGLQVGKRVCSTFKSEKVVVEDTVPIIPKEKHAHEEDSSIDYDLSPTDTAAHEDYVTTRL
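Assay system: Stable TRPC4beta/mu-opioid receptor HEK293 cells | Reagent: DAMGO in two steps, submaximal then maximal | Compound dosing: Single concentration per test compound | Signal: Fluo4 Ca2+ flux fluorescence | Evaluation: Per-well B score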
Active calls of the source: *; i = inactive; ? = inconclusive; . = not tested or not shown.

SMILES	MrgX1 antag	MrgX1 ag	HIF activator	TRPC6 inhibitor	TRPC6 activator	Platelet DG rel	SKKanGAS inh	MrgX1 allo act	RGS4 pot	RGS4 block	TRPC4 block
OCCC1CN(Cc2ccc3ncccc3c2)CCN1Cc1ccccc1 (configuration not stated)	i	i	0.4	i	i	-7	-19	i	i	i	i
COc1ccc(CC(=O)N2CCN(c3ccccc3)CC2)cc1	i	i	0.0	i	i	4	-2	i	i	i	i
Cc1cc(C)n(-c2nc(NCCN(C)C)c3c4c(sc3n2)COC(C)(C)C4)n1	i	i	-0.5	-5.4*	i	4	12	i	i	i	i
CCN1CCN(S(=O)(=O)c2ccc3ccccc3c2)CC1	i	i	0.2	i	i	6	1	i	i	i	i
Cc1ccc(NCc2n[nH]c(=S)n2-c2cccc(Cl)c2)cc1	i	i	0.7	i	i	8	-5	i	i	i	i
Cn1c(C(=O)Nc2ccc(Cl)cc2)cc2cc(Cl)ccc21	i	i	0.8	i	i	.	8	i	i	i	i
Cc1ccc(C(=O)N2CCN(c3ccc([N+](=O)[O-])c(N4CCOCC4)c3)CC2)cc1	i	i	-2.0	i	i	0	2	i	i	i	i
CS(=O)(=O)NCCNc1cc(Cl)ccc1[N+](=O)[O-]	i	i	0.1	i	i	2	0	i	i	i	i
Cc1cc(S(=O)(=O)N(Cc2ccc(F)cc2)CC2CCCO2)ccc1-n1cnnn1 (configuration not stated)	i	i	.	i	i	2	2	i	i	i	i
O=C(NCc1cc([N+](=O)[O-])ccc1O)c1cccnc1Sc1ccc(Cl)cc1	i	i	0.3	i	i	6	7	i	i	i	i
COc1ccc(/C=C(\C#N)c2c[nH]c3ccccc23)cc1	i	i	-16	i	i	-3	17	i	-9.2*	i	i
COc1ccc(OC)c(/C=C/C(=O)N(C)CC(=O)Nc2ccc(C)cc2)c1	i	i	0.2	i	i	0	5	i	i	i	i
COc1ccc(/C=C/C(=O)Oc2cccc(/C=N/NC(=O)COc3c(C)cccc3C)c2)cc1	i	i	0.0	i	i	-4	1	i	i	i	i
CCc1ccc(C(=O)CSC2=C(C#N)C(c3ccco3)C(C(C)=O)=C(C)N2)cc1 (configuration not stated)	i	i	0.7	i	i	2	19	i	i	i	i
O=C(COc1ccccc1O)NNc1ccccc1	i	i	-0.1	i	i	10	-10	i	i	i	i
COc1ccccc1NC(=O)Nc1ccc2c(c1)CCC2	i	i	3.2	-5*	i	14	-2	i	i	i	i
Cc1nnc(SCC(=O)Nc2sc3c(c2C#N)CCCC3)[nH]c1=O	i	i	-0.1	i	i	2	11	i	i	i	i
CCOC(=O)c1cc(NC(=O)C2C3CCC(O3)C2C(=O)O)cc(C(=O)OCC)c1 (configuration not stated)	i	i	-0.6	i	i	2	-2	i	i	i	i
COc1ccc(C)cc1COC(=O)c1[nH]c(C)c(C(C)=O)c1C	i	i	-0.4	i	i	-4	-1	i	i	i	i
CC(C)CC(NC(=O)C(NC(=O)OC(C)(C)C)C(C)C)C(=O)N1CCCC1C(N)=O (configuration not stated)	i	i	-0.3	i	i	-37	-4	i	i	i	i
COc1ccc(NC(=O)CCCC(=O)NCCc2ccc(OC)c(OC)c2)cc1	i	i	0.0	i	i	-5	6	i	i	i	i
O=S(=O)(NC1CC1)c1ccc(Cl)cc1	i	i	-0.3	i	i	-7	0	i	i	i	i
COCCCn1c(=O)c2sccc2n2c(CCCC(=O)NCc3ccc(F)cc3)nnc12	i	i	-0.2	i	i	9	-7	i	i	i	i
CN(C)CCCN(C(=O)c1cc2cc([N+](=O)[O-])ccc2s1)c1nc2cc3c(cc2s1)OCCO3	i	i	-3.7	i	i	0	10	i	i	i	i
CC(C)=C(NC(=O)c1ccccc1)C(=O)NCc1ccccc1	i	i	-0.3	i	i	5	6	i	i	i	i
COc1ccc(C2=C(C=Nc3c(C)n(C)n(-c4ccccc4)c3=O)C(c3ccccc3C)c3ccccc3O2)cc1OC (configuration not stated)	i	i	-0.2	i	i	3	11	i	i	i	i
COC(=O)c1cccc(C(=O)N2CCC(CO)(Cc3ccccc3Cl)CC2)c1	i	i	-0.2	i	i	2	0	9.9*	i	i	i
COc1cccc(/C=N/n2c(-c3cc(C)[nH]n3)n[nH]c2=S)c1OC	i	i	-0.3	i	i	-2	4	i	i	i	i
CCOc1ccc(OCC(O)CNC2CCN(Cc3ccccc3)CC2)cc1 (configuration not stated)	i	i	-0.2	i	i	-2	7	i	i	i	-6*
CCOC(=O)C(Cc1c[nH]c2ccccc12)NC(=O)CNC(C)=O (configuration not stated)	i	i	-0.3	i	i	0	1	i	i	i	i
CCC(C)(C)n1nnnc1C(c1ccc(OC)c(OC)c1)N1CCN(c2cccc(OC)c2)CC1 (configuration not stated)	i	i	-0.2	i	i	-18	-3	i	i	i	i
O=C(C1CCN(S(=O)(=O)N2CCOCC2)CC1)N1CCN(Cc2ccccc2)CC1	i	i	-0.3	i	i	-4	-2	i	i	i	i
CCOC(=O)c1c(S(=O)(=O)NCC(=O)Nc2cc(C)ccc2OC)c(C)n(C)c1C	i	i	-0.4	i	i	3	3	i	i	i	i
COc1cccc(CN2CCCC(CNC(=O)c3ccc(F)cc3)C2)c1OC (configuration not stated)	i	i	0.2	i	i	2	0	i	i	i	i
CC(=O)c1ccc(C(=O)N2CCCC(C(=O)c3cc(F)ccc3F)C2)s1 (configuration not stated)	i	i	1.5	i	i	-7	7	i	i	i	i
COc1ccccc1C(=O)O/N=C(\c1ccccc1)c1ccncc1	i	i	0.1	i	i	16	-1	i	i	i	i
O=C(c1ccc(Cl)cc1)N1CCC(O)(CSc2ccc(Cl)cc2)CC1	i	i	0.1	i	i	-4	10	i	i	i	i
CN(C)c1ccnc(Nc2ccc(O)cc2)c1C#N	i	i	-0.3	i	i	11	0	i	i	i	i
COC(=O)c1ccc(COc2ccccc2[N+](=O)[O-])o1	i	i	0.5	i	i	2	0	i	i	i	i
CN(CCOc1ccc(Cl)c(Cl)c1)Cc1ccccc1	i	i	-0.7	i	i	5	25	i	i	i	i
CCOC(=O)C1=C(Nc2ccccc2)OCC1=O	i	i	0.3	i	i	-4	-12	i	i	i	i
O=[N+]([O-])c1nn(-c2cccc(Cl)c2)n(O)c1=NCc1cccnc1	i	i	-0.1	i	i	-4	-6	i	i	i	i
CC(C)CN(C(=O)C1CC1)c1c(N)n(Cc2ccccc2)c(=O)[nH]c1=O	i	i	-0.1	i	i	-6	1	i	i	i	i
CC(=O)Nc1ccc(N2CCN(c3ccc(F)cc3)CC2)cc1	i	i	-0.4	i	i	-2	0	i	i	i	i
CN(CCc1cn[nH]c1)Cc1nc(C(c2ccccc2)c2ccccc2)no1	i	i	-0.5	i	i	4	6	i	i	i	i

Entries listed above that bear a hit mark in TRPC4 block.
Molecule | MrgX1 antag | TRPC6 activator | Platelet DG rel | RGS4 block | TRPC4 block
CCOc1ccc(OCC(O)CNC2CCN(Cc3ccccc3)CC2)cc1 (configuration not stated) | i | i | -2 | i | -6*

The list continues:
SMILES	MrgX1 antag	MrgX1 ag	HIF activator	TRPC6 inhibitor	TRPC6 activator	Platelet DG rel	SKKanGAS inh	MrgX1 allo act	RGS4 pot	RGS4 block	TRPC4 block
Cc1ccccc1CNC(=O)c1ccccc1	i	i	-0.3	i	i	-6	12	i	i	i	i
O=C(Cn1cc2c(n1)CCCC2)N1CCOCC1	-5.4*	i	-0.1	i	i	0	-3	i	i	i	i
COCCOc1cc(COC)nc(-c2cccc(C)c2)n1	i	i	0.0	i	i	-10	-14	i	i	i	i
CCOC(=O)c1ccc(CNC(=O)Cn2nnc(-c3ccccc3F)n2)o1	i	i	-0.5	i	i	-1	6	i	i	i	i
COc1cccc(N2CCN(C(=O)c3cccnc3)CC2)c1	i	i	0.2	i	i	-8	-1	i	i	i	i
COc1ccccc1NS(=O)(=O)c1cccc(C(=O)NCC2(N(C)C)CCCCC2)c1	i	i	-0.1	i	i	2	-5	i	i	i	i
COc1cccc(NC(=O)CN(C)C(=O)CN2C(=O)NC(C)(c3ccc4ccccc4c3)C2=O)c1 (configuration not stated)	i	i	-0.7	i	i	7	-2	i	i	i	i
O=C(Nc1n[nH]c(C2CCCCC2)n1)C1CCCCC1	i	i	0.7	i	i	2	-2	i	i	i	i
O=c1[nH]c(-c2cccnc2)nc2ccccc12	i	i	0.2	i	i	9	1	i	i	i	i
COc1ccc(-c2noc(CNC(=O)c3ccc4c(c3)OCO4)n2)cc1OC	i	i	0.0	i	i	8	-3	i	i	i	i
COc1ccc(-n2nc([N+](=O)[O-])c(=NCc3cccnc3)n2O)cc1	i	i	0.8	i	i	-13	-5	i	i	i	i
O=C1COc2ccc(C(=O)c3ccccc3C(=O)NCc3ccccc3)cc2N1	i	i	0.0	i	i	4	-3	i	i	i	i
CC(=O)N1c2ccc(S(=O)(=O)N3CCCCC3)cc2CC1C(=O)Nc1ccccc1C(F)(F)F (configuration not stated)	i	i	-0.5	i	i	?	1	i	i	i	i
NC(=O)[C@@H]1CCOc2c(I)cc([N+](=O)[O-])cc2C(=O)N[C@@H](CO)C(=O)NCC(=O)N1	i	i	0.2	i	i	2	2	i	i	i	i
COc1ccc2cc3cc(C(=O)Nc4cc(OC)c(OC)c(OC)c4)oc3nc2c1	i	i	-0.5	i	i	13	-8	i	i	i	i
COC(=O)CSc1ccc(C#N)c(SCC(=O)OC)c1	i	i	-0.3	i	i	-7	-2	i	i	i	i
CCn1c(SCC(=O)Nc2nnc(C)s2)nnc1-c1ccco1	i	i	0.1	i	i	11	-1	i	i	i	i
CCn1cc(C(=O)O)c(=O)c2cc(F)c(N3CCN(C(=S)NC(=O)c4c(OC)cccc4OC)CC3)cc21	i	i	-1.3	i	i	-15	20	i	i	i	i
Cc1ccc(C)c(Oc2coc3cc(OC(=O)c4cccs4)ccc3c2=O)c1	i	i	-2.0	i	i	1	9	i	i	i	i
O=C(NCc1cccs1)c1cnc(Cl)c(Cl)c1	i	i	1.2	i	i	2	3	i	i	i	i
CCc1ccc(/C=N/N2CCN(c3ccccn3)CC2)cc1	i	i	1.9	i	i	13	0	i	i	i	i

Hits appear at their usual frequency; any-hit rate near 6.1%.
